# TTR transcr act: increases transthyretin transcription. activation, % at 16.7 µM. actives 1.3% (n = 92,000). SH-SY5Y TTR promoter Gaussia luciferase, luminescence; 100% = recombinant luciferase protein wells;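 active means activation above the mean of all tested compounds plus 3 SD, cut at about 9.5% in these data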;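 further: cells exposed to compounds for one day before reading; 0% = median of all test compound wells on the plate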
# Active calls of the source: *.
SMILES,TTR transcr act
C[C@H]1[C@H](NC(=O)c2ccc(Cl)c(Cl)c2)CC[C@@]23CCCN2C(=O)CCC[C@@H]13,0.0
Cc1cc(C)cc(N(C(=O)c2ccc(Br)o2)C2C=CS(=O)(=O)C2)c1 (stereo not drawn),0.8
CC1(C)c2[nH]c3ccccc3c2C[C@@H]2C(=O)N(Cc3ccccc3F)C(=O)N21,-2.9
O=C(c1ccc(S(=O)(=O)Nc2ccccc2)cc1)N1CCCC1,2.5
O=C(CCN1C(=O)c2ccccc2C1=O)C1=NN[C@@H]2C(=O)N(c3cccc(Cl)c3)C(=O)[C@H]12,0.1
COc1ccc(CC(=O)Nc2ccc(-c3noc(-c4ccc(Cl)cc4)n3)cc2)cc1,0.4
Cc1ccc(F)cc1NC(=O)N1c2ccccc2NC(=O)CC1C (stereo not drawn),0.6
Cn1c(NC(=O)C2CCCC2)cc(=O)n(C)c1=O,1.2
COc1ccccc1CCn1cnc(Cc2cccc(F)c2)c1C(C)C,-0.4
Cc1ccc(NC(=S)NCCC2=CCCCC2)cc1,0.3
COc1ccccc1NC(=O)OC[C@@H]1CSCCS(=O)(=O)N1,-1.5
Cc1cnc(NC(=O)c2cc3c(s2)CCCC3)s1,-2.4
O=C(CCCN1C(=O)c2ccccc2C1=O)N1CCCCC1,-1.9
O=C(CNC(=O)c1ccc(Cl)cc1Cl)OCc1nc2ccccc2s1,1.0
S=C(Nc1ccccc1)N(Cc1ccccc1)Cc1ccncc1,0.7
CCOc1ccccc1-n1c(SCC(N)=O)nc2ccccc2c1=O,5.0
COc1ccc2c(c1)C(=O)C1(CC2)OC1c1cccnc1 (stereo not drawn),0.9
COc1ccccc1OCC(=O)OC/C(O)=C(\C#N)c1nc2ccccc2[nH]1,-2.9
COc1cc(OC)c(C(=O)NCC2CCCO2)cc1OC (stereo not drawn),0.6
CC(=O)/C(N=Nc1ccc(SC(F)F)cc1)=C(\C)O,0.5
COc1ccc(CN2CCN(Cc3c[nH]c4ccccc34)CC2)cc1,2.7
Cc1ccc(-c2csc(/C(C#N)=C(\O)CCl)n2)cc1,2.9
O=C(CSc1ccc2nnc(-c3cccnc3)n2n1)N1CCOCC1,4.6
COC(=O)[C@@H]1OC(=O)[C@H]2O[C@@]23[C@@]1(C)CC[C@@H]1[C@@]2(C)C=CC(=O)OC(C)(C)[C@@H]2CC(=O)[C@]13C,2.4
CCCc1c(C(=O)N/N=C(\C)c2ccccc2O)nnn1-c1nonc1N,1.9

# Taken from the results shown for reference:
SMILES,TTR transcr act
O=C(CCN1C(=O)c2ccccc2C1=O)C1=NN[C@@H]2C(=O)N(c3cccc(Cl)c3)C(=O)[C@H]12,0.1
COc1ccc(CC(=O)Nc2ccc(-c3noc(-c4ccc(Cl)cc4)n3)cc2)cc1,0.4
Cc1ccc(F)cc1NC(=O)N1c2ccccc2NC(=O)CC1C (stereo not drawn),0.6
Cn1c(NC(=O)C2CCCC2)cc(=O)n(C)c1=O,1.2
COc1ccccc1CCn1cnc(Cc2cccc(F)c2)c1C(C)C,-0.4
Cc1ccc(NC(=S)NCCC2=CCCCC2)cc1,0.3
COc1ccccc1NC(=O)OC[C@@H]1CSCCS(=O)(=O)N1,-1.5
Cc1cnc(NC(=O)c2cc3c(s2)CCCC3)s1,-2.4
O=C(CCCN1C(=O)c2ccccc2C1=O)N1CCCCC1,-1.9
O=C(CNC(=O)c1ccc(Cl)cc1Cl)OCc1nc2ccccc2s1,1.0
S=C(Nc1ccccc1)N(Cc1ccccc1)Cc1ccncc1,0.7
CCOc1ccccc1-n1c(SCC(N)=O)nc2ccccc2c1=O,5.0
COc1ccc2c(c1)C(=O)C1(CC2)OC1c1cccnc1 (stereo not drawn),0.9
COc1ccccc1OCC(=O)OC/C(O)=C(\C#N)c1nc2ccccc2[nH]1,-2.9
COc1cc(OC)c(C(=O)NCC2CCCO2)cc1OC (stereo not drawn),0.6

# (listing goes on)
SMILES,TTR transcr act
O=C(Nc1ccc(-c2nc3ccccc3o2)cc1)c1cc(-n2cnnc2)ccc1Cl,-6.3
Cc1cccc(C2N=C(N)Nc3nc4ccccc4n32)c1 (stereo not drawn),2.8
O=C(NCCc1ccccc1)C1CCCN(S(=O)(=O)c2cccs2)C1 (stereo not drawn),-1.9
O=C(Nc1ccc(N2C(=O)C3C4C=CC(C4)C3C2=O)cc1)Nc1nncs1 (stereo not drawn),0.2
COc1ccc(-c2c(-c3cc(OC)cc(OC)c3)n(C)c3ccc(-c4ccc(OC)cc4F)cc23)cc1,2.5
COc1cc2c(cc1O)[C@@H]1Cc3cc(O)c(OC)cc3[C@H](C2)N1C,3.5
CCc1ccccc1NC(=O)/C(C#N)=C/c1ccc(Sc2ccccc2)o1,2.2
CCC(=O)N1CCC2(CC1)Oc1ccc(F)cc1C(=O)C21CC(c2cccnc2)=NO1 (stereo not drawn),1.5
CC(=O)N[C@@H](C)C(=O)OC(C)C(=O)Nc1cccc([N+](=O)[O-])c1 (stereo partly drawn),-2.2
O=C(COC(=O)c1ccccc1F)NC(=O)NC1CCCC1,0.0
COc1cc2c(cc1OC)CN(C(=O)COc1ccc(C)c(C)c1)CC2,2.0
O=[N+]([O-])c1ccc(CNC2CCCc3ccccc32)cc1 (stereo not drawn),1.5
CCN1CCN(c2ccc(S(=O)(=O)N3CCOCC3)cc2NC(=O)c2cccc([N+](=O)[O-])c2)CC1,0.9
O=C(COC(=O)CNS(=O)(=O)c1ccc(Br)cc1Cl)NC1CC1,1.0
Cc1cc(SCC(=O)OC/C(O)=C(\C#N)c2nc3ccccc3[nH]2)c(C)cc1Br,-3.9
COc1ccc(C(=O)OCc2cc3cccc(C)c3[nH]c2=O)cc1,0.1
COc1ccccc1-c1ccc(/C=N/O)o1,1.0
Cc1nc2sc(C(c3ccc(F)cc3)N3CCOCC3)c(O)n2n1 (stereo not drawn),1.1
COc1ccc(Cc2n[nH]c(=S)o2)cc1,-1.4
O=c1[nH]c(CSc2nnc(-c3ccccc3)n2-c2ccccc2)nc2ccccc12,-0.2
COC(=O)c1cccc(NC(=O)c2ccc3c(c2)C(=O)N(Cc2cccnc2)C3=O)c1C,1.7
O=C(NC1=NCCS1)c1csc2ccccc12,-1.6
Cc1ccc(NC(=O)CSCC(=O)N2CCN(Cc3ccc4c(c3)OCO4)CC2)cc1,-0.7
O=C(NNc1c2ccccc2nc2ccccc12)c1ccccc1Cl,-0.8
Cn1nc(-c2ccccc2F)c2cc(C(=O)N3CCN(C(=O)c4ccco4)CC3)sc21,-2.3

# (list continues)
SMILES,TTR transcr act
N/C(=N\OC(=O)c1cccs1)c1ccc(Cl)cc1,1.1
COC(=O)c1ccc2c(=O)n3c(nc2c1)SCC(c1ccccc1)=N3,-0.6
CCCc1cc(=O)[nH]c(SCC(=O)c2cc(C)n(CC(F)(F)F)c2C)n1,1.8
COc1ccc2nc3cc(Cl)ccc3c(C#N)c2c1,-1.3
CN(CC(=O)Nc1ccc(OC(F)(F)F)cc1)C(=O)c1ccccc1SCC(=O)N1CCCC1,0.0
O=C(CN1CCN(C(=O)c2ccccc2)CC1)Nc1cc(S(=O)(=O)N2CCCC2)ccc1Cl,0.0
CN(C)[C@H]1CCN(c2ccc3c(c2)OCCCN(C2CC2)S3(=O)=O)C1,0.3
COc1ccc(N2C(=O)CC(Sc3n[nH]c(-c4cccc(C)c4)n3)C2=O)cc1 (stereo not drawn),-0.8
CC(=O)Nc1sc(/C(C#N)=C\c2cccc(Cl)c2)nc1-c1ccc(C)cc1,-1.0
N#CCCNCC1(c2ccccc2)CCCC1,-2.4
Cc1cc(N/N=C\c2ccccc2)nc(-c2ccccc2O)n1,-0.5
Cc1c(Cl)cccc1Nc1nc(N)nc(CSC(=S)N2CCOCC2)n1,-0.8
CC(C)(c1ccccc1)c1ccc(OCCn2cnc3ccccc3c2=O)cc1,-0.1
O=C(O)COc1cccc2nsnc12,1.8
COc1cccc(-c2csc3ncnc(Sc4nnnn4C)c23)c1,2.5
O=C(NCCc1ccccc1)OCc1cn(Cc2ccc(Cl)cc2)nn1,-0.2
CCN(C(=O)CN1CCCCC1)C1(C)C(=O)c2ccccc2C1=O,3.2
COc1ccc(CN2C(=O)c3cccnc3C2Nc2cc(Cl)c(OC)cc2OC)cc1 (stereo not drawn),0.5
CCN1C(=O)[C@H]2[C@@H](c3ccc(-c4ccccc4)cc3)N[C@@](C)(C(=O)OC)[C@H]2C1=O,-0.3
CN(C)C(=O)C(=O)c1cccn1-c1cccc(Cl)c1C#N,2.7
O=c1cc(-c2ccc(Cl)c(Cl)c2)[nH][nH]1,0.3
O=c1cc(CN2CCN(c3ccccc3F)CC2)c2c(ccc3ccccc32)o1,-0.3
O=C(c1ccccc1)c1ccc2c(c1)OCCCO2,-0.4
COC(=O)Cc1c(C(=O)OC)nnn1-c1ccc(OC)cc1,-0.2
COC(CN(C(=O)CCl)C(C(=O)NC1CCCCC1)c1ccc(Cl)cc1)OC (stereo not drawn),-0.3

# Additional structures follow.
SMILES,TTR transcr act
O=C1C2CC=CCC2C(=O)N1c1ncn[nH]1 (stereo not drawn),0.5
CC(OC(=O)c1cc2ccccc2[nH]1)C(=O)N(C)c1ccccc1 (stereo not drawn),1.2
O=C(NCc1ccccc1)c1cc2nc(C3CC3)cc(C(F)(F)F)n2n1,4.1
OC(COc1ccccc1)CN1CCN(c2ncccn2)CC1 (stereo not drawn),-3.2
Nc1cc(-c2ccc(Br)cc2)nn1S(=O)(=O)c1ccccc1,-2.5
CS(=O)(=O)c1cccc(NC(=O)c2ccc(Cl)c(Cl)c2)c1,-0.9
CN(C)c1ccc(C(C(=O)NC2CCCC2)N(C(=O)c2ccco2)C2CC2)cc1 (stereo not drawn),-0.6
O=C(CN1C(=O)C2C3C=CC(C3)C2C1=O)NCCC1=CCCCC1 (stereo not drawn),-1.3
CC(NC(=O)C(c1ccccc1)c1ccccc1)c1ccccc1 (stereo not drawn),-0.2
O=c1ccc2cc(S(=O)(=O)N3CCN(c4cc(Cl)ccc4Cl)CC3)ccc2o1,0.0
Cn1c(SCc2nc(-c3ccc(Cl)cc3)no2)nnc1-c1ccco1,1.3
CCC(c1nnc(SCC(=O)Nc2ccc(S(N)(=O)=O)cc2)n1Cc1ccccc1)N(C)C (stereo not drawn),1.5
COC(=O)[C@]12C[C@H](CC(=O)NCc3ccc(OC)c(OC)c3)C(=O)N(Cc3ccc(Cl)cc3Cl)C1=C[C@H](C(C)C)O[C@@H]2C1CC1,-3.8
O=C(CSCc1ccc(Cl)cc1)Nc1ccc2c(c1)OCO2,-1.9
Cc1cc2[nH]c(=O)c3ccccc3n2n1,-0.6
CCCC/C=C1/[C@H](CC)N(C)C2=N[C@@H](c3ccccc3)CC(=O)N21,-0.8
Nc1cc(-c2ccccc2)nn1S(=O)(=O)c1ccc(Br)cc1,3.3
O=C(CSc1cccc[n+]1[O-])Nc1cc(S(=O)(=O)N2CCOCC2)ccc1Cl,2.4
CC(C)(C)c1ccc(S(=O)(=O)N2CCN(C3CCCC3)CC2)cc1,2.0
O=C(Nc1cccc(O)c1)c1cccc(C(=O)Nc2cccc(O)c2)c1,-2.4
CCOc1ccc(C(=O)C[n+]2cccc3cc(C)ccc32)cc1,-2.1
CN(C(=O)C(Cl)Cl)C1CC2C=CC1C2 (stereo not drawn),-0.3
CCN(CC)CC(=O)N1c2ccccc2CCc2ccc(NC(=O)c3cc(OC)c(OC)c(OC)c3)cc21,0.4
COC(=O)[C@]12CCCCC=C1N(Cc1ccc(OC)cc1)C(=O)[C@@H]2CC(=O)N1CCN(C(=O)C2CC2)CC1,1.1
N#Cc1ccc(C(=O)CSc2nnc(-c3ccc(C(F)(F)F)cn3)s2)cc1,-0.1

# Reprinted from the part before: two compounds, followed by the next part.
SMILES,TTR transcr act
COC(=O)[C@]12CCCCC=C1N(Cc1ccc(OC)cc1)C(=O)[C@@H]2CC(=O)N1CCN(C(=O)C2CC2)CC1,1.1
N#Cc1ccc(C(=O)CSc2nnc(-c3ccc(C(F)(F)F)cn3)s2)cc1,-0.1
Cc1c(C(=O)NCC2COc3ccccc3O2)oc2ccc(S(=O)(=O)N(C)C3CCCCC3)cc12 (stereo not drawn),-0.1
O=C(CNC(=O)c1ccc(S(=O)(=O)N2CCCC2)cc1)N/N=C/c1ccco1,0.0
COCCn1ccc(O)c(Cc2ccccc2)c1=O,0.3
Cc1ccc(C2(C)NC(=O)N(CC(=O)N3CCc4ccccc43)C2=O)cc1 (stereo not drawn),2.0
COc1ccc(-c2noc(CCC(=O)N3CCN(c4cccc(Cl)c4)CC3)n2)cc1,-0.5
CCc1nc(OCCN(C)C)c2oc3ccccc3c2n1,-0.7
Cc1ccc2c(CN3CCC(C)CC3)cc(=O)oc2c1,-1.4
CCOC(=O)c1ccc(N2C(=O)CC(N3CCC(Nc4ccc(F)cc4)CC3)C2=O)cc1 (stereo not drawn),7.4
Cc1nn2c(N3CCN(C(=O)c4ccco4)CC3)cc(C(C)(C)C)nc2c1-c1ccccc1,10*
CCOc1ccccc1N(CC(=O)NC(C)(C)C)C(=O)c1ccc(CN2CCOCC2)o1,-0.8
C=CCNC(=O)Cn1nc(-c2ccccc2)ccc1=O,0.0
O=C(N/N=C/c1cccc([N+](=O)[O-])c1)c1cc(-c2ccc3c4c(cccc24)CC3)n[nH]1,-1.8
Cc1ccccc1NC(=O)c1cccc(NC(=O)CCC(=O)O)c1,0.3
COC(=O)c1ccc(NC(=O)CC2C(=O)N(c3ccc(C)cc3)C(=O)N2CC(C)C)cc1 (stereo not drawn),-1.6
Cc1ccc2nc(N=C(N)N)nc(C)c2c1,9.4
Cc1ccc(-c2cc(Cc3ccc(N(C)C)cc3)c(=O)[nH]n2)cc1,2.2
CN(CC(=O)Nc1ccc2c(c1)OCO2)CC(=O)Nc1ccc(F)c(F)c1F,1.3
O=C1CC(c2ccc(F)cc2)CC(O)=C1C1NCCc2ccccc21 (stereo not drawn),-2.2
CC(C)CCn1c(N2CCc3ccccc3C2)nc2c1c(=O)[nH]c(=O)n2C,3.3
CCc1nc(Nc2ccc(OC)cc2OC)c2oc3ccccc3c2n1,5.2
Cc1c(Cl)cccc1NC(=S)NC(=O)CCN1C(=O)c2ccccc2C1=O,7.6
COc1ccc(N2C(=O)CC(Cc3ccccc3OC)C2=O)cc1 (stereo not drawn),-0.4

# An excerpt; the hit share may differ from the screen's.
